D3 ag = qHTS of D3 Dopamine Receptor Agonist: qHTS; D3R DiscoveRx beta-arrestin cells, luminescence, 90 min; max activation, %; 0.58% of 410,000 active; in the data active means max activation above about 30%; further: 0% is about no effect; mostly tested at two doses, the higher about 12 µM
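Cells at 1500/well, incubated overnight, then treated with pinned compounds (dopamine as control) for 90 min at 37 degrees C. DiscoveRx reagent added for 30 - 60 minutes at room temperature; luminescence read.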
GLP1R cytotox = qHTS of GLP-1 Receptor Inverse Agonists: Cytotox Screen; HEK293 cAMP-luciferase reporter cells, luminescence, 24 h; 0.13% of 410,000 active; Potency, µM (titrated, usually from 38.3 µM), for the others: at the top dose activity change, negative = inhibition, most hits filed as inhibitors;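 further: loss of luciferase light is scored as toxicity; potency means the concentration at half of the fitted maximal effect; on the % scale 0 is the no-effect control and ±100 the full control effect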
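Here, cytotoxicity is scored as loss of luminescence. The MLSMR collection was tested on cells seeded in medium containing 10% Nu serum, with a 24 hr compound exposure preceded by 12 hours of culture.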
IL2 activator = qHTS of IL-2 Activators; IL-2 activation reporter assay, cell-based qHTS; stimulated with anti-CD3/CD4/CD28 beads; in transgenic mouse T cells; activation, % (series mostly up to about 46 µM); 0.065% of 360,000 active; AID 652025, 2013; in the data active means activation above about 50%; inconclusive means mostly about 30% to 49%; further: 0% is about no effect
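First, unstimulated transgenic mouse T cells were exposed to compound for 60 min. Next, anti-CD3/anti-CD4-coated beads with anti-CD28 were added. Finally, after 18 h at 37 degrees C, EGFP and DsRed were imaged.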
WRN inhibitor = qHTS for Inhibitors of WRN Helicase; Potency, µM (doses to about 114 µM), inactives show at the highest dose activity change, negative = inhibition, hits mostly inhibitors; WRN helicase unwinding, fluorescent forked duplex, kinetic; Bifunctional 3'-5' exonuclease/ATP-dependent helicase WRN (Homo sapiens), Q14191; 0.46% of 360,000 active; AID 651768, 2012; further: potency means the concentration at half of the fitted maximal effect; on the % scale 0 is the no-effect control and ±100 the full control effect; nearly all actives have a fitted effect of over 55% in size
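Kinetic fluorescence helicase assay: unwinding of a quenched forked DNA duplex (100 nM final) with 2 mM ATP final raises red fluorescence (525/598 nm). Compounds sat 15 min at room temperature with 20 nM WRN beforehand.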
GLP1R ag = qHTS of GLP-1 Receptor Agonists. HEK293 GLP-1R CRE-luciferase, luminescence, 4-6 h; cells express a hypersensitive GLP-1R form. Potency, µM (highest dose often 45.6 µM), for the others: at the top dose activation, usual class: activators. 0.007% of 380,000 active; further: potency means the concentration at half of the fitted maximal effect; % of control where 0% means no effect
Target sequence (P43220 whole entry, looked up): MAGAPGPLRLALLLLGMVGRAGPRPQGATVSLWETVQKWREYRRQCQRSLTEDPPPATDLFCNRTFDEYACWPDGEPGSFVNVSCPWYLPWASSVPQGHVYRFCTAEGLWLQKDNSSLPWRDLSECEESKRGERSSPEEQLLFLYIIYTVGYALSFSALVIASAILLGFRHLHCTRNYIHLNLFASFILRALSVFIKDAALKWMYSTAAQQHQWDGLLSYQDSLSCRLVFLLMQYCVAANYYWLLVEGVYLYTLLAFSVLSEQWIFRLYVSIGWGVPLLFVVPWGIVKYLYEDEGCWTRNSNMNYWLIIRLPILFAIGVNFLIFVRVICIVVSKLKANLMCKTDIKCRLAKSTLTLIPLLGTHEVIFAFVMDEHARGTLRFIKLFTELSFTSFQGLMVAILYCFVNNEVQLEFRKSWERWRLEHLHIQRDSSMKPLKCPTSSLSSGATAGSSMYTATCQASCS
GLP-1R inv ag = qHTS of GLP-1 Receptor Inverse Agonists (Inhibition Mode); 1.6% of 410,000 active; AID 624417, 2012; Potency, µM (highest dose often 38.3 µM), without a hit: at the highest dose activity change, negative = inhibition, actives largely listed as inhibitors; HEK293 GLP-1R CRE-luciferase, luminescence, 24 h; GLP-1R form is constitutively active; further: potency means the concentration at half of the fitted maximal effect; on the % scale 0 is the no-effect control and ±100 the full control effect; nearly all actives have a fitted effect of over 55% in size
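Readout was luciferase luminescence, measured 12 min after detection reagent at room temperature. Beforehand, GLP-1R reporter HEK293 cells had sat 12 h, then received compounds for 24 hr at 37 deg C.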
PI5P4K alpha inh = qHTS for Inhibitors of phosphatidylinositol 5-phosphate 4-kinase (PI5P4K); Phosphatidylinositol 5-phosphate 4-kinase type-2 alpha (Homo sapiens), P48426; PI5P4Kalpha enzyme, ADP-Glo luminescence, 60 min; active compounds read low; max response, %; 1.2% of 330,000 active; AID 652105, 2013; active means max response of -50% or lower; inconclusive means between -30% and -50%; inactive means -30% or higher; further: value at the top dose of about 77 µM; on the % scale 0 is the no-effect control and ±100 the full control effect
Target sequence (P48426 whole entry, looked up): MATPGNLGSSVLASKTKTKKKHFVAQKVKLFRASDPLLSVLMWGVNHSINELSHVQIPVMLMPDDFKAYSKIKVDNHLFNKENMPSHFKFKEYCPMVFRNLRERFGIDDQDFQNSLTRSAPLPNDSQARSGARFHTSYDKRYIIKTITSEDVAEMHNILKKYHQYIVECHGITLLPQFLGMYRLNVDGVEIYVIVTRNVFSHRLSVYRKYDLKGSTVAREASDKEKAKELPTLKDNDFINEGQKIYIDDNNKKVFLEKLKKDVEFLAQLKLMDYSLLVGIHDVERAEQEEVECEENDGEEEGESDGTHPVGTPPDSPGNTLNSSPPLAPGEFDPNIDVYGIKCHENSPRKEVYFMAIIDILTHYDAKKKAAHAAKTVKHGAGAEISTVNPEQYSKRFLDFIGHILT
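qHTS, 1536-well: enzyme/substrate mix, compound by pin tool, 5 microM ATP final; RT 60 min; ADP-Glo reagents 1 (45 min) then 2 (30 min); luminescence.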
D3 antag = qHTS of D3 Dopamine Receptor Antagonist: qHTS; 2.5% of 360,000 active; D(3) dopamine receptor (Homo sapiens), P35462; max response, negative = inhibition, %; D3R cells, DiscoveRx beta-arrestin luminescence, antagonist mode; active compounds read low; AID 652054, 2013; in the data active means max response below about -50%; inconclusive means no clear call, values can overlap the other calls; further: on the % scale 0 is the no-effect control and ±100 the full control effect; mostly tested at two doses, the higher about 12 µM
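Cells plated overnight at 1500 cells/well, then exposed to library compounds with dopamine controls for 90 minutes at 37 degrees C. DiscoveRx reagent added for 30–60 minutes at room temperature; luminescence read, quantitative HTS format.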
PLK1 PBD block = qHTS for Inhibitors of PLK1-PDB (polo-like kinase 1 - polo-box domain): Primary Screen. Plk1 PBD binding of FITC phosphopeptide, fluorescence polarization. Potency, µM, without a hit: max response, negative = inhibition, hits mostly inhibitors. 2.8% of 360,000 active. AID 720504, 2013; further: potency means the concentration at half of the fitted maximal effect; series mostly up to about 57 µM; on the % scale 0 is the no-effect control and ±100 the full control effect; nearly all actives have a fitted effect of over 65% in size
* marks the source's active call; other numbers are inactive results; ? = inconclusive; / = no result given; [ ] = another dose, or the depositor's remark. Unless noted, the call rests on the fitted dose curve; in most records, active means well fitted curve in the direction sought with a large enough effect; inconclusive means small, poorly fitted or top-dose-only effect, or another doubt; inactive means no such curve, though single readings can be large; an effect the other way counts as inactive or inconclusive.

SMILES | D3 ag | GLP1R cytotox | IL2 activator | WRN inhibitor | GLP1R ag | GLP-1R inv ag | PI5P4K alpha inh | D3 antag | PLK1 PBD block
CCN(CCCNC(=O)C1CCN(S(=O)(=O)c2cccc3nonc23)CC1)Cc1ccccc1 | -10 | 1% | -0.2 | -8% | 12% | -27% | 2 | 17 | -5%
O=C(COC(=O)c1c(F)cccc1F)Nc1ccc2c(c1)OCO2 | -10 | -5% | -1.8 | 3% | 14% | 9% | -12 | -7 | -5%
CC1=C(C(=O)N(C(C)C)C(C)C)CC(CC(=O)NC2CC2)C(=O)N1Cc1ccccc1 (configuration not stated) | 4 | 5% | 0.2 | -2% | -1% | 26% | 1 | 14 | 1%
O=C(c1ccccc1)C(c1ccccc1)c1ccccc1 | -11 | 0% | -0.5 | -3% | 6% | ? | -1 | 0 | 4%
COc1ccc(CN2C(=O)CC(Cc3ccc(C)cc3)C2=O)cc1OC (configuration not stated) | 1 | -11% | -0.2 | -14% | 11% | 3% | 4 | 9 | -8%
CCCSc1cc(N2CCN(C)CC2)nc(-c2ccc(OC)cc2)n1 | -5 | -1% | 0.8 | -6% | 2% | 8.9µM* | 8 | -27 | -3%
Cc1ccc(O)c(C(=O)c2cnc3c(c2)CN(CCC(C)C)C(=O)N3)c1 | 13 | ? | -1.8 | -1% | -7% | ? | -11 | 8 | -7%
CN(C(=O)c1cccc(S(=O)(=O)N2CCCC2)c1)C1CCCCC1 | 3 | -10% | 0.5 | -3% | 3% | 4% | -3 | -6 | -6%
CCN(CC)S(=O)(=O)c1ccc(C(=O)NCCc2ccccn2)cc1 | 0 | 12% | 0.1 | -6% | -7% | 16% | 2 | -6 | -11%
C#CCOc1nc(OCC#C)nc(OCC#C)n1 | -9 | 60%[activator] | -1.1 | 0% | 14% | 12% | -3 | -24 | -11%
COc1ccc(NC(=O)N(C)C[C@H]2Oc3c(NC(=O)Nc4ccccc4)cccc3C(=O)N([C@H](C)CO)C[C@@H]2C)cc1 | 12 | -3% | 1.6 | -1% | 8% | 12% | 2 | 6 | -3%
O=C(CN1C(=O)CC(c2ccco2)Sc2ccccc21)Nc1ccc(OC(F)(F)F)cc1 (configuration not stated) | 5 | -2% | / | / | 10% | -26% | / | / | /
CCOc1ccc(C(=O)O/N=C(\N)c2ccccn2)cc1 | -5 | ? | 0.7 | -6% | -8% | 2.5µM* | -79* | 7 | -6%
CCc1nn(-c2cc(Oc3ccccc3)nc(-c3ccccc3)n2)c(N)c1C#N | 6 | -4% | -0.3 | -6% | -4% | 6% | -9 | 12 | 3%
COCCOC(=O)C1=C(C)NC(=O)NC1c1cccs1 (configuration not stated) | -10 | -6% | 0.9 | -3% | -8% | 15% | 3 | 0 | -7%
Cc1cccc(C(=O)OCC(=O)N2CCCCCC2)c1 | -12 | 3% | -5.6 | 8% | 7% | 10% | -5 | 16 | 4%
O=C(O)c1ccc2c(c1)CC(c1ccccc1)OC2=O (configuration not stated) | 6 | 3% | -0.5 | 8% | -8% | 1% | -27 | -5 | -1%
Cc1cc(OCC(=O)NC(C)C)ccc1Cl | 6 | -6% | -2.6 | -6% | 6% | -8% | -4 | -1 | -21%
CCCN1CCOC(CC(=O)Nc2ccc([N+](=O)[O-])cc2)C1=O (configuration not stated) | 1 | 10% | -0.7 | -2%[57.1 µM] | 0% | 31%[activator] | 1 | 6 | -22%
Cn1c(=O)c([N+](=O)[O-])c(NCC2CCCO2)c2ccccc21 (configuration not stated) | -3 | -8% | -0.3 | 0% | 18% | 16% | -6 | 6 | 0%
CN(C)S(=O)(=O)c1ccc(C(=O)Nc2cc3c(cc2C(=O)O)OCCCO3)cc1 | -2 | 10% | 1.9 | -1% | 0% | -18% | -50* | -24 | -16%
O=C1CCCCC1(O)Cc1ccc2c(c1)OCO2 (configuration not stated) | 4 | 2% | 1.1 | 3% | 7% | 8% | 11 | -5 | 1%
CN(CCCNC(=O)CN1C(=O)CC(C)(C)S(=O)(=O)c2ccccc21)C1CCCCC1 | -10 | 0% | 1.5 | -6% | 6% | 47%[activator] | / | -12 | 0%
O=c1c(S(=O)(=O)c2ccc(Cl)cc2)cn(Cc2ccccc2)c2ccc(F)cc12 | -1 | 4% | 2.5 | 6% | 0% | 16% | -4 | 16 | 1%
O=C(c1cccs1)N1CCC(c2ccccc2)C1 (configuration not stated) | -8 | 44% | -3.5 | -6% | -2% | -2% | -9 | -59* | -8%
COc1ccc(S(=O)(=O)N2CC(=O)Nc3ccccc32)cc1C | 5 | 2% | -0.1 | -1% | 5% | 22% | -4 | 5 | -16%
COc1ccc(CN(C)C(=O)Cc2ccc(S(=O)(=O)N3CCOCC3)s2)cc1OC | -5 | 8% | -0.1 | -6% | 11% | 10% | -5 | -8 | -15%
O=C(Nc1cccc(-c2csc(Nc3ccc(Cl)cc3)n2)c1)c1cccc(C(F)(F)F)c1 | 18 | 5% | -3.8 | -5% | -1% | ? | -4 | 58 | -9%
Cc1ccc(/C=C\c2nccc3c2[nH]c2ccccc23)cc1 | -15 | 51%[activator] | -1.1 | 1% | 2% | ? | -7 | ? | 3%
O=C(CN1C(=O)C2C3C=CC(C3)C2C1=O)N1CC=C(c2ccccc2)CC1 (configuration not stated) | -1 | 3% | -1.1 | -4%[57.1 µM] | -7% | 5% | -4 | -23 | -7%
O=C(COc1ncnc2sccc12)Nc1cccc(S(=O)(=O)N2CCOCC2)c1 | 4 | -9% | -0.5 | 1% | -12% | 8% | -23 | -22 | 4%
c1cncc(-c2nnc(-c3cccs3)o2)c1 | 2 | -3% | 0.1 | -7% | 1% | 47%[activator] | -2 | -13 | -4%
Cc1ccc(Nc2nc(N3CCOCC3)c3ccccc3n2)cc1 | 0 | 11% | 0.5 | -10% | 0% | ? | 16 | 8 | -8%
Cc1csc(=O)n1CCC(=O)OCC(=O)NNC(=O)c1ccc(Br)cc1 | 1 | -11% | -0.4 | -6% | -9% | 13% | -12 | -13 | -9%
CC1CCN(c2nnc(N3CCC(C)CC3)c3ccccc23)CC1 | 2 | -4% | -2.0 | -1% | 7% | -3% | 0 | -16 | 6%
COc1cc(C)ccc1OCCOCCOc1ccccc1Br | 7 | 20% | -6.9 | -8% | 6% | 0% | -1 | -10 | 1%
CCC(C)c1c(NS(=O)(=O)c2ccc(C)cc2)o[nH]c1=O (configuration not stated) | 1 | -6% | -0.3 | -1% | 1% | 7% | 1 | 19 | 5%
O=S(=O)(c1ccccc1)c1nc(-c2cccs2)oc1NCc1cccnc1 | -8 | 11% | 1.6 | ? | 4% | 24% | 0 | -14 | -7%
O=C(Cc1ccc([N+](=O)[O-])cc1)N1N=C(c2ccncc2)CC1(O)C(F)(F)F (configuration not stated) | -3 | -8% | -0.9 | -3% | 4% | 2% | ? | -2 | 27µM*
CC(C)CNC(=O)C1(C)CCCN1C(=O)c1csnn1 (configuration not stated) | -6 | -1% | -0.9 | 6% | 4% | -15% | -1 | -16 | -9%
O=C(NC(=S)NC1CCCCC1)c1ccc(Cl)cc1 | -7 | ? | 0.4 | -2% | -2% | ? | 4 | -17 | -6%
O=C(c1ccc(S(=O)(=O)N2CCOCC2)cc1)N1CCOCC1 | -18 | 1% | 0.0 | -1% | 4% | -1% | 3 | 0 | -4%
Cc1cc(C)cc(NC(=O)[C@@H](NC(=O)c2ccco2)C(C)C)c1 | -3 | 11% | 1.0 | -6% | 8% | 4% | 4 | -3 | -3%
O=S(=O)(c1ccccc1Oc1ccc(Cl)cc1Cl)N1CCCCC1 | -3 | 18% | 0.2 | 10% | 10% | 16% | -1 | -6 | 4%
Cc1nc2[nH]c(=S)n(C)c(=O)c2nc1C | -4 | 11% | -0.6 | -2% | 1% | 9% | -9 | 0 | -8%

Taken from the results shown for reference:
SMILES | D3 ag | GLP1R cytotox | IL2 activator | WRN inhibitor | GLP1R ag | GLP-1R inv ag | PI5P4K alpha inh | D3 antag | PLK1 PBD block
CCC(C)c1c(NS(=O)(=O)c2ccc(C)cc2)o[nH]c1=O (configuration not stated) | 1 | -6% | -0.3 | -1% | 1% | 7% | 1 | 19 | 5%
O=S(=O)(c1ccccc1)c1nc(-c2cccs2)oc1NCc1cccnc1 | -8 | 11% | 1.6 | ? | 4% | 24% | 0 | -14 | -7%
O=C(Cc1ccc([N+](=O)[O-])cc1)N1N=C(c2ccncc2)CC1(O)C(F)(F)F (configuration not stated) | -3 | -8% | -0.9 | -3% | 4% | 2% | ? | -2 | 27µM*
CC(C)CNC(=O)C1(C)CCCN1C(=O)c1csnn1 (configuration not stated) | -6 | -1% | -0.9 | 6% | 4% | -15% | -1 | -16 | -9%
O=C(NC(=S)NC1CCCCC1)c1ccc(Cl)cc1 | -7 | ? | 0.4 | -2% | -2% | ? | 4 | -17 | -6%
O=C(c1ccc(S(=O)(=O)N2CCOCC2)cc1)N1CCOCC1 | -18 | 1% | 0.0 | -1% | 4% | -1% | 3 | 0 | -4%
Cc1cc(C)cc(NC(=O)[C@@H](NC(=O)c2ccco2)C(C)C)c1 | -3 | 11% | 1.0 | -6% | 8% | 4% | 4 | -3 | -3%
O=S(=O)(c1ccccc1Oc1ccc(Cl)cc1Cl)N1CCCCC1 | -3 | 18% | 0.2 | 10% | 10% | 16% | -1 | -6 | 4%
Cc1nc2[nH]c(=S)n(C)c(=O)c2nc1C | -4 | 11% | -0.6 | -2% | 1% | 9% | -9 | 0 | -8%

Not a hit list. Share with any hit: about 7.8%.
